High-throughput results as filed in PubChem.
CHO-K1 Ca antag: nonselective inhibitor or artifact in parental CHO-K1 cells; hit rate 0.6% among 360,000; inhibition, % at 3 µM; AID 602250; ATP-induced calcium, Fluo-8 fluorescence;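 active means inhibition above a per-plate cutoff, the plate's mean sample inhibition plus 3 SD, cut at about 24% in these data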;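 further: 0% = DMSO plus EC80 ATP and 100% = DMSO alone without ATP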
M1 antag: human M1 muscarinic receptor antagonists, primary screen, CHO-K1 cells, Fluo-8 calcium fluorescence, 1536-well | Muscarinic acetylcholine receptor M1 (Homo sapiens), P11229 | CHO-K1 hM1, ACh EC80 antagonist | inhibition, % at 3 µM | hit rate 1.3% among 360,000 | AID 588852, 2011;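 active means percent inhibition above its own plate's cutoff, namely the mean of that plate's compound wells plus 3 SD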;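 further: peak over basal fluorescence ratio during 140 s after agonist addition; 0% = ACh EC80 plus DMSO and 100% = DMSO alone without agonist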
Target sequence (P11229 whole entry, looked up): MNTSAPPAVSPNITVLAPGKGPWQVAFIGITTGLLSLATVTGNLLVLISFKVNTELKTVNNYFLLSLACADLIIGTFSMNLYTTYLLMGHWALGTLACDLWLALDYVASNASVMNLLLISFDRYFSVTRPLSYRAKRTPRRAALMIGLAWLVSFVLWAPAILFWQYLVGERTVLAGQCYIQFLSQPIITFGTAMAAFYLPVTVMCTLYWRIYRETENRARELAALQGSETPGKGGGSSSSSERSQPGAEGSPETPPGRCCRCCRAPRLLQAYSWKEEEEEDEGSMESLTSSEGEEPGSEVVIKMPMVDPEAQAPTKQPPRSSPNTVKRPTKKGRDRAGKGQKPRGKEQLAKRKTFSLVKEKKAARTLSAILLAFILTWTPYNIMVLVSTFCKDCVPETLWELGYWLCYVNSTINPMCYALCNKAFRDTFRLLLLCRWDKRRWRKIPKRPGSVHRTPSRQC
TAAR1 agonist: human TAAR1 agonists, primary screen, Fluo-8 calcium fluorescence, CHO RD-HGA16 cells. vehicle wells 0%, saturating PEA agonist 100%. activation, % at 3 µM. hit rate 0.99% among 360,000. AID 624467, 2012;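 active means activation above the mean activation of all test compounds in the run plus 3 SD, cut at about 38% in these data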
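test system = CHO RD-HGA16 cells carrying human TAAR1 plus Gα16 | schedule = 17-24 h seeding, 75 min 37 °C dye, 30 min RT | compound dosing = 3 µM single concentration | control set = DMSO and PEA EC100 | replicates = n 1 | signal = Fluo-8 fluorescence, 5 s baseline then 140 s kinetic read | measure = percent activation vs PEA EC100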
CHRM1 agonist: human M1 muscarinic receptor agonists, primary screen, Fluo-8 calcium fluorescence, CHO-K1 cells, HTS | CHO-K1 hM1, agonist mode; 0% DMSO, 100% acetylcholine EC100 | activation, % at 3 µM | Muscarinic acetylcholine receptor M1 (Homo sapiens), P11229 | hit rate 0.33% among 360,000 | AID 588814, 2011;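 active means activation above the run's mean compound activation plus 3 SD, cut at about 16% in these data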;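 further: peak over basal fluorescence ratio within a 140 s kinetic read after compound addition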
CHO-K1 Ca PAM: nonselective calcium activators in parental CHO-K1 cells, primary screen, counter-screen for M1 PAM project, cell-based, Fluo-8 calcium fluorescence, full deck, 1536-well; ATP EC20; 0% at ATP EC20, 100% at ATP max; activation, % at 3 µM; hit rate 0.02% among 360,000; AID 602247, 2012;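 active means activation above the run cutoff, the mean activation of all test compounds plus 3 SD, cut at about 40% in these data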;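 further: peak over basal fluorescence ratio in a 140 s read after ATP addition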
M1 ag parental: counter-screen for M1 agonists: effect in parental CHO-K1 cells; AID 602248, 2012; hit rate 0.48% among 360,000; activation, % at 3 µM; Fluo-8 calcium fluorescence; scaled to maximal ATP response, vehicle zero; in the data active means activation above about 15%;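 further: untransfected CHO-K1 host cells lacking M1 receptor as counterscreen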
CHO parental Ca: ATP-evoked calcium signal inhibitors, parental CHO, primary screen, counter-screen for OX1R antagonist project, cell-based, fluorescence, Fluo-8 calcium dye; hit rate 0.63% among 330,000; inhibition, % at 5.6 µM; parental CHO-K1, ATP-induced calcium, Fluo-8 fluorescence;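 active means inhibition above that plate's mean sample inhibition plus 3 SD, cut at about 26% in these data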;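 further: 0% = ATP-challenged DMSO wells and 100% = DMSO wells without ATP; some compounds past the cut are filed as inactive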
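Material – parental CHO cells · Reagent – ATP stimulus · Compound – single nominal dose of 5.6 µM per compound · Detection – Fluo-8 fluorescence · Read-out basis – percent inhibition of calcium signal · Controls – ATP-challenged DMSO wells low, unchallenged DMSO wells high · Repeats – no replicates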
OXTR potentiator: human OXTR potentiators, primary screen, fluorescence, CHO-OTR cells, Fluo-8 calcium; Oxytocin receptor (Homo sapiens), P30559; Fluo-8 calcium fluorescence, potentiator mode; 0% = oxytocin EC15, 100% = EC100; activation, % at 3 µM; hit rate 0.061% among 320,000; AID 2445, 2010;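 active means activation above that plate's cutoff, the mean activation of tested compounds plus 3 SD, cut at about 6.6% in these data, passing the limit was not always enough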;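 further: 100% uses oxytocin at 75 nM as the full agonist control; some results filed as inactive read as strong as hits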
Target sequence (P30559 whole entry, looked up): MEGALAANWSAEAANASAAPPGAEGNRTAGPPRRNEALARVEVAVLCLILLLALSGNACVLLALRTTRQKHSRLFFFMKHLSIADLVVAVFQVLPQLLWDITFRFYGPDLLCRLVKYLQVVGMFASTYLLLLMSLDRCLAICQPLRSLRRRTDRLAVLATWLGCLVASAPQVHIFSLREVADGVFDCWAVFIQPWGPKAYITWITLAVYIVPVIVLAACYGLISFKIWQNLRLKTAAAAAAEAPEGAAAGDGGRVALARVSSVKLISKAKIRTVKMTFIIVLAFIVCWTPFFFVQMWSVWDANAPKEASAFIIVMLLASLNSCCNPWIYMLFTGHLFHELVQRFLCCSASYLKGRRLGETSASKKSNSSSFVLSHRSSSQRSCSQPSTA
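System: human OTR in CHO cells; Also added: sub-maximal oxytocin, roughly EC15; Timing: compound 6 min at room temperature before oxytocin, 100 s read; Technique: Fluo-8 intracellular calcium fluorescence, ex 470-495, em 515-575 nm; Controls: oxytocin EC15 low and EC100 high; Replication: singlicate.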
TAAR1 antag: human TAAR1 antagonists, primary screen, Fluo-8 calcium fluorescence, CHO RD-HGA16 cells | inhibition, % at 3 µM | Trace amine-associated receptor 1 (Homo sapiens), Q96RJ0 | hit rate 1.5% among 360,000 | antagonist;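 active means inhibition above a per-plate cutoff, the mean inhibition of test compounds on that plate plus 3 SD, cut at about 49% in these data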;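 further: 0% = DMSO plus EC80 beta-PEA response and 100% = DMSO alone without agonist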
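Test system: hTAAR1-expressing CHO RD-HGA16 cells, Gα16-coupled; Probe or stimulus: EC80 β-phenethylamine stimulus; Compound dosing: single nominal final test compound concentration of 3 µM; Timing: 140 s kinetic read after compound, 140 s after agonist; Signal: Fluo-8 calcium-sensitive fluorescence; Measure: % inhibition of agonist calcium response; Controls: DMSO and EC80 PEA controls.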
* = called active by the depositor; x = not tested or not shown.

Screens in order – CHO-K1 Ca antag | M1 antag | TAAR1 agonist | CHRM1 agonist | CHO-K1 Ca PAM | M1 ag parental | CHO parental Ca | OXTR potentiator | TAAR1 antag
Cc1c(C(=O)O)cccc1-n1c(C)cc(/C=N/NC(=O)c2cc3ccccc3o2)c1C
    -11.8 | -6.8 | 1.0 | -6.3 | 17.8 | 0.1 | -18.8 | -11.9 | 10.9
COC(=O)Cc1c(C)c2ccc(OCC(=O)NCc3ccc4c(c3)OCO4)cc2oc1=O
    -0.8 | -33.1 | 0.7 | -4.1 | 1.1 | 0.0 | -13.1 | 1.0 | 1.5
CC(C)(C)OC(=O)CC[C@@H](C(=O)N1CCN(C(=O)OC(C)(C)C)CC1)n1cc(C(Cc2ccc(O)cc2)NC(=O)OC(C)(C)C)nn1 (stereo partly drawn)
    -16.0 | 9.4 | 6.8 | -6.8 | -2.6 | 1.4 | -22.8 | -14.7 | 19.5
COc1ccc(NC(=O)c2ccco2)cc1NC(=O)c1cc2ccccc2o1
    1.4 | 9.2 | 4.3 | -3.0 | -2.1 | 1.1 | -13.4 | -11.8 | 23.9
CC(C)(C)c1ccc(/C=C/C(=O)N2CCN(c3ncccn3)CC2)cc1
    -7.2 | 0.4 | 3.6 | -7.8 | 23.9 | 3.2 | -11.7 | 1.2 | 25.8
C=CCc1cccc(C=Nc2ccc(Br)cc2)c1O
    -3.9 | -1.8 | 2.4 | -5.4 | 3.4 | -0.1 | 4.4 | -9.3 | 1.9
CCOC(=O)c1c(NC(=O)COC(=O)/C=C/c2ccccc2)sc(C(=O)NC)c1C
    -13.0 | -3.6 | 4.5 | -0.2 | 6.2 | 0.5 | -9.9 | 3.0 | -11.4
N#Cc1c(Sc2ncc(C(F)(F)F)cc2Cl)nsc1C/C=N\OCc1c(F)cccc1Cl
    -8.1 | -13.0 | -3.2 | -4.6 | 26.8 | 0.7 | 12.8 | -8.2 | 22.2
CCn1c(SCC(=O)Nc2nnc(C)s2)nnc1-c1ccco1
    -10.1 | -11.2 | 6.8 | -3.5 | 0.7 | -0.1 | -3.5 | 0.2 | 1.1
Cc1c(C(=O)NC(=S)NCc2cccnc2)cccc1[N+](=O)[O-]
    8.6 | 9.0 | 1.1 | -2.8 | -1.8 | 0.7 | -19.6 | -9.7 | -9.5
Cc1cccc(-n2ncc3c(Nc4c(C)n(C)n(-c5ccccc5)c4=O)ncnc32)c1
    5.7 | -1.5 | x | -8.4 | -6.0 | -0.2 | -1.4 | 3.5 | x
CCc1nc(SCc2nc3ccccc3[nH]2)c2oc3ccccc3c2n1
    -25.8 | 3.8 | 12.1 | -8.7 | 14.2 | 6.5 | -18.3 | -1.9 | 40.7
COc1cc(C(=O)N2CCN(CCCc3ccccc3)CC2)cc(OC)c1OC
    -10.3 | -2.2 | 4.9 | -6.9 | 6.9 | 1.3 | -3.5 | 0.4 | -16.1
Nc1nnc(SCC(=O)NC23CC4CC(CC(C4)C2)C3)s1
    0.9 | -10.9 | 1.1 | -5.6 | 11.2 | 0.2 | -13.5 | -2.6 | 2.0
CC(=O)C1=CCC(c2ccccc2)N(S(=O)(=O)c2cccc(C)c2)C1 (stereo not drawn)
    10.6 | 2.3 | -2.4 | -10.2 | 13.5 | 1.1 | x | x | -37.5
CCOc1ccc(NC(=S)N2CCN(S(=O)(=O)c3ccc(C)cc3)CC2)cc1
    -1.6 | -1.2 | 0.8 | -2.5 | 5.1 | 2.6 | -5.5 | -10.4 | -18.1
CC(C)N=C(NC#N)SCc1ccccc1
    -8.7 | -5.5 | -0.5 | -5.0 | 3.4 | -0.1 | -4.9 | 0.8 | 7.6
COc1ccc(NC(=O)c2cccc(Cn3cc(Br)c([N+](=O)[O-])n3)c2)c(C)c1
    -12.1 | -9.8 | 5.5 | -10.1 | 18.9 | 2.5 | -22.5 | -7.9 | 21.0
O=C(NCc1cccs1)C1CCC(CNS(=O)(=O)c2cccc3nsnc23)CC1 (stereo not drawn)
    -5.4 | 11.8 | 4.1 | -8.4 | 23.1 | 1.8 | -6.8 | -7.9 | 8.8
Cc1ccc(C2N(c3ccc(F)cc3)C(=O)C3CCCN32)cc1 (stereo not drawn)
    -1.4 | -9.4 | -0.6 | -7.7 | 18.6 | 0.1 | -12.6 | -9.0 | -19.8
O=S(=O)(Nc1ccc(-n2cnnn2)cc1)c1cccc(F)c1
    -3.2 | 11.0 | 9.2 | -0.7 | 11.4 | 3.2 | x | x | -20.9
CCN(CC)S(=O)(=O)N1CCC(C(=O)NCc2ccco2)CC1
    -18.5 | -7.2 | 3.5 | 0.1 | 14.5 | 0.7 | -11.8 | -7.7 | 10.0
CC(C)=NNc1nc(-c2ccc(N3C(=O)CCC3=O)cc2)cs1
    2.1 | -3.7 | 4.3 | -5.0 | -14.3 | 0.9 | -12.7 | -4.3 | -17.5
CCOC(=O)N1CCC(NC(=O)CCc2ccccc2)CC1
    -4.0 | -11.1 | -0.6 | -3.4 | 21.5 | 1.0 | -7.0 | -10.5 | -5.9
CCC(=O)N1CC2(c3ccccc3)CN(C(=O)CC)CC(c3ccccc3)(C1)C2=O
    -7.5 | -13.2 | 5.8 | -2.7 | 5.6 | 0.6 | -7.1 | -3.2 | -26.7
CC1CCN(C(=O)CSCC(=O)Nc2nc(-c3cccs3)cs2)CC1
    -1.4 | 4.8 | 3.5 | 0.4 | 12.9 | 6.7 | -10.1 | -10.4 | 27.5
On1c(-c2ccco2)nc2c1CCc1nonc1-2
    0.1 | -12.7 | 9.0 | -2.4 | 14.5 | 0.6 | 18.4 | -7.5 | -8.0
CCN(Cc1nc2ccccc2c(=O)[nH]1)C(=O)c1cccc(OCc2c(C)noc2C)c1
    -5.6 | -9.1 | 7.3 | -0.1 | 6.5 | 2.4 | x | x | -0.9
COc1ccc(C(=O)NCCc2ccc(Cl)cc2)cc1S(=O)(=O)N1CCCCC1C (stereo not drawn)
    -17.0 | -2.7 | 5.2 | -1.0 | 23.9 | 3.5 | -33.2 | -6.1 | 28.6
Cc1ccccc1-n1c(=O)[nH]c(=O)c2c(N)c(C(=O)c3ccc(Cl)cc3)sc21
    1.8 | -2.5 | 2.5 | -1.2 | -3.6 | 0.0 | -18.1 | -4.7 | -29.0
Cc1ccc(C)c(S(=O)(=O)N2CCN(C(=O)[C@H](C)N3C(=O)C4CC=CCC4C3=O)CC2)c1 (stereo partly drawn)
    -2.2 | -10.3 | 0.5 | -1.8 | 5.1 | 0.8 | -20.6 | -1.9 | 3.7
CCN(CC)C(=O)[C@H]1C[C@H](CC(=O)NC(C)(C)C)C(=O)N2CCc3c([nH]c4cc(-c5ccco5)ccc34)[C@]12C
    2.8 | -16.2 | 2.5 | -0.4 | 15.7 | 0.0 | -27.0 | x | -27.1
O=C(C1CCN(S(=O)(=O)c2cnc[nH]2)CC1)N1CCN(c2ccc([N+](=O)[O-])cc2)CC1
    -11.3 | -11.5 | -0.2 | -4.2 | 17.8 | 1.1 | 6.8 | 0.9 | -10.2
O=C(N/N=C/c1cc(Cl)cc([N+](=O)[O-])c1O)c1ccccc1NS(=O)(=O)c1cccs1
    -18.0 | -7.0 | 0.5 | -1.1 | 17.0 | 0.8 | -0.7 | -20.9 | -13.5
CCc1ccc(OCCSc2nc3ccccc3n2CCC(=O)O)cc1
    5.0 | -2.9 | 3.9 | -3.2 | 4.4 | -0.1 | -7.1 | -13.3 | -7.4
COc1ccc(CNN2CCCCC2C(=O)Nc2ccc(OC)c(OCC(C)C)c2)cc1OC (stereo not drawn)
    -0.5 | 13.4 | 1.7 | -1.7 | 8.4 | 1.9 | -22.1 | -7.2 | -24.7
CCC(C)(C)NC(=O)CCn1c(-c2ccccc2)cc(C(C)=O)c1C
    7.8 | -9.3 | 1.0 | -5.6 | -5.8 | -0.2 | 2.2 | 1.7 | -2.1
COc1ccc(OC)c(NS(=O)(=O)c2ccc(SC)cc2)c1
    -9.0 | -6.6 | -2.1 | -3.8 | 24.1 | 1.2 | -19.3 | -15.2 | -3.4
CC(=O)Oc1ccc(Cn2c(C)c(C(=O)NC3CC3)sc2=O)cc1
    -10.0 | -4.8 | 0.3 | -2.6 | 18.4 | 1.1 | x | x | 1.1
COc1ccc(CCNC(=O)c2cnc3ccccc3n2)cc1
    -11.1 | -3.0 | 5.9 | -1.4 | 9.9 | 9.9 | -8.8 | -12.2 | -1.2
CN1CC(=O)Nc2ccccc2C1=O
    -1.8 | 8.6 | -0.1 | -4.7 | 3.7 | 4.6 | -1.8 | -2.1 | -5.5
COc1ccc(NC(=O)CN2C(=O)CC(C)S(=O)(=O)c3ccccc32)cc1 (stereo not drawn)
    -15.0 | -13.8 | 1.1 | -0.9 | 4.3 | 0.5 | -11.0 | -7.4 | -3.3
Cc1cc(O)ccc1Nc1nc(-c2sc(N)nc2C)cs1
    -4.4 | 19.0 | 17.1 | -5.7 | 11.4 | 1.4 | 2.7 | -9.2 | -4.3
COc1ccccc1CC(=O)Nc1ccc([N+](=O)[O-])cc1OC
    3.4 | -5.0 | -1.6 | -9.6 | 5.2 | 0.2 | -2.2 | -10.4 | -11.4
C/C(=C1\SC(N2CCOCC2)=NC1=O)c1ccccc1
    0.0 | -10.1 | 3.3 | -4.3 | 1.7 | 0.1 | -12.2 | -3.1 | 6.4
COc1ccc(C(=O)/C=C/N(C)C)cc1
    0.9 | -3.5 | 4.2 | -3.3 | 5.0 | 0.3 | -7.0 | 3.1 | 1.3
